# Bioassay records deposited in PubChem by several laboratories.
# Arrestin-AP2 inh – blocks beta-arrestin peptide binding to AP2 adaptin; FITC-arrestin peptide / GST-AP2 beads, flow cytometry; AP2 beta2 appendage carries R879A mutation; inhibition, % at 10 µM; 340,000 compounds, 0.31% hits; AID 504490;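 active means inhibition above a set limit, near 3 SD of compounds lacking own fluorescence, cut at about 54% in these data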;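 further: plate controls were DMSO wells for no effect and 5 µM unlabelled arrestin peptide for full effect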
#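 Measured by: flow cytometry, FL1 (488/535 nm); Material: AP2 appendage R879A on GSH beads; Evaluation: percent response; Timing: pre-incubation 12 min, peptide binding 1 h, room temperature; Also added: 50 nM FITC-arrestin peptide; Medium: PBS with 0.05% Tween 20 and 0.1% BSA.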
# HTR5A ag ctr – activates human HTR5A in OPRM1-OPRD1 agonist counter-screen | HTR5A agonist assay, luminescence, cell-based | activation, % at 9.3 µM | 340,000 compounds, 0.61% hits | AID 504692; in the data active means activation mostly above about 9.5%, no sharp cut-off; inactive means mostly below about 7.6%;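 further: 0% = cells with vehicle only and 100% = reference agonist; strong numbers were not always called active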
# DSG3 Ab inh – human desmoglein-3 autoantibody binding inhibition | AID 588358 | DSG3-coupled beads, scFv-anti-DSG3-GFP binding, flow cytometry; hits give low values | P32926 | binding (percent of control), % at 10 µM | 310,000 compounds, 0.48% hits;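 active means binding more than 3 SD below its plate's average and above zero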;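 further: hits lower antibody fragment binding to DSG3; some compounds called inactive have numbers as strong as hits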
# Target sequence (P32926 whole entry, looked up, the tested form may be a part): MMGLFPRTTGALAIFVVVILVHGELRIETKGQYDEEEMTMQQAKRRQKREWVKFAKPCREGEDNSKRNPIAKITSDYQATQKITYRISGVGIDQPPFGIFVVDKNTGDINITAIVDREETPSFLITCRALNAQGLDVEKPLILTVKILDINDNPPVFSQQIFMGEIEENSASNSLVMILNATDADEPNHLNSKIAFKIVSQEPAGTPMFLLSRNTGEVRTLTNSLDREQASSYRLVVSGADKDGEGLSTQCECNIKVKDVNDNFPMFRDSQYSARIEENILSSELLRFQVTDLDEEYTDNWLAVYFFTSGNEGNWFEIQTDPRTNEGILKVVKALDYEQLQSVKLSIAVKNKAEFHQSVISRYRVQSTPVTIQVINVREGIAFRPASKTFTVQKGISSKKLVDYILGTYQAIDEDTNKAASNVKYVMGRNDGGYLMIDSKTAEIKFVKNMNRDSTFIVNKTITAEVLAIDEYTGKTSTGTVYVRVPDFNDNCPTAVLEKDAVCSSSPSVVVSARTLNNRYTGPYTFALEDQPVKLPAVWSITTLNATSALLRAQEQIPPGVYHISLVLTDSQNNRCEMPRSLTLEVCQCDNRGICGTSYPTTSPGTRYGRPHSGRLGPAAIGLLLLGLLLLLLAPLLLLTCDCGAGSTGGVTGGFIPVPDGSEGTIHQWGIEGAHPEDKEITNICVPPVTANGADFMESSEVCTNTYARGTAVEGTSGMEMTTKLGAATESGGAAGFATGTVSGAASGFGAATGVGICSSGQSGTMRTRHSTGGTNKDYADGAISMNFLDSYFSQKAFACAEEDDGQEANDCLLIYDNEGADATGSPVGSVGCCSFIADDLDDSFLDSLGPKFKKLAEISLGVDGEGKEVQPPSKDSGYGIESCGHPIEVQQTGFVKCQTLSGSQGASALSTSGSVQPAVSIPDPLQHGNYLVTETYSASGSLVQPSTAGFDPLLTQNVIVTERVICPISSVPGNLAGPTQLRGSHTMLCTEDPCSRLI
# PKA-R1A act – activators of PKA-R1A complex | P00514+P68181 | PKA-R1A dissociation, Cy5-IP20 fluorescence polarization; scaled: DMSO 0%, 113 µM cGMP 100% | activation, % at 11.4 µM | 340,000 compounds, 0.083% hits | AID 504707;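 active means percent activation above the mean of all tested compounds plus 3 SD, cut at about 19% in these data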;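 further: higher means more PKAc released from R1A so a rise in polarization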
# HTR5A inv ag – counter-screen for OPRM1-OPRD1 inverse agonists: human HTR5A inverse agonism | P47898 | HTR5A cell line, luminescence | inhibition, % at 9.3 µM | 340,000 compounds, 0.083% hits; in the data active means inhibition mostly above about 23%, no sharp cut-off; inactive means mostly below about 18%;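 further: 0% = cells with DMSO and 100% = no-cell wells with DMSO; some compounds called inactive have numbers as strong as hits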
# V-ATPase pHluor – alters yeast V-ATPase proton transport; S. cerevisiae, pHLuorin cytosolic pH fluorescence; response, % at 10 µM; 350,000 compounds, 0.37% hits; in the data active means response mostly above about 7.3%, no sharp cut-off; inactive means mostly below about 5.4%; further: actives read high; inactives centre near 0; some compounds called inactive have numbers as strong as hits; reference of the scale not given here
# DAGLB inh – diacylglycerol lipase beta (human) inhibition. HEK293T DAGLB membrane lysate, EnzChek fluorogenic substrate. inhibition, % at 5.17 µM. Q8NCG7. AID 504411. 340,000 compounds, 0.059% hits; in the data active means inhibition above about 34%;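 further: 0% = enzyme with vehicle and 100% = wells lacking enzyme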
# PKA-R2B act – activates the human PKA-R2B holoenzyme complex; 340,000 compounds, 0.079% hits; activation, % at 11.4 µM; PKA-R2B holoenzyme dissociation, Cy5-IP20 fluorescence polarization; R2B truncated from residue 108, S112A mutant; 0% DMSO only, 100% 113 µM cGMP;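 active means activation above a cutoff set at the mean over all compounds plus 3 SD, cut at about 18% in these data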;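 further: higher means more holoenzyme dissociation and a rise in polarization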
# MOR-DOR ag – OPRM1-OPRD1 heterodimerization agonism | P35372+P41143 | cells, luminescence | activation, % at 9.3 µM | 340,000 compounds, 0.3% hits; in the data active means activation above about 18%;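 further: 0% = vehicle-treated cells and 100% = reference agonist; values of inactives mirror those of a sister screen read the other way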
# MOR-DOR inv ag – inverse agonists of human mu-delta opioid receptor heterodimerization; P35372+P41143; cell-based MOR-DOR heterodimer luminescence, inverse agonism; inhibition, % at 9.3 µM; 340,000 compounds, 0.21% hits; AID 504357; in the data active means inhibition above about 22%, passing the limit was not always enough;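 further: 0% = cells with DMSO and 100% = wells without cells with DMSO; values of inactives mirror those of a sister screen read the other way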
# Numbers without * were called inactive; . = not tested or not shown.
SMILES,Arrestin-AP2 inh,HTR5A ag ctr,DSG3 Ab inh,PKA-R1A act,HTR5A inv ag,V-ATPase pHluor,DAGLB inh,PKA-R2B act,MOR-DOR ag,MOR-DOR inv ag
O=C(c1cc2cc(Cl)ccc2o1)N1CCCC1,43,1,97,9,-3,-3,-3,-2,2.3,-19
c1ccc(C(Cc2nc(-c3ccccn3)no2)c2ccccc2)cc1,12,0,100,2,6,-4,-2,6,-2.0,11
Cc1cc(NC(=O)COC(=O)c2n[nH]c3ccccc23)no1,13,4,103,-10,6,-4,-2,-3,-1.5,9
O=C(Nc1nnc(-c2ccc3c(c2)OCCO3)o1)c1ccc(Cc2ccccc2)cc1,-2,-3,96,-5,10,-2,0,-6,2.9,-15
Cc1cc(C)cc(N2C(=O)CC(Sc3nnnn3-c3ccccc3)C2=O)c1 (configuration not stated),11,1,97,3,-5,4,-1,-11,0.5,-3
O=C(/C=C/c1ccccc1)Oc1ccc(C(=S)N2CCOCC2)cc1,27,0,73,-4,1,-2,-1,2,1.1,-6
CCCCC(=O)Nc1nc2ccc3nc(C)sc3c2s1,4,10,105,0,-26,-2,1,-8,2.3,-13
Cc1cccc(NC(=O)CNC(=O)COc2cc(F)ccc2[N+](=O)[O-])c1C,32,1,85,12,-2,2,2,-8,-2.6,15
CCNC(=O)c1ccc(C2SCC(=O)N2CCc2ccccc2)cc1 (configuration not stated),2,6,84,-2,-14,1,2,3,-1.2,8
O=C(Nn1cnc2ccccc2c1=O)C1CCCCC1,-5,-2,104,-10,-4,-3,1,-5,-1.7,10
Cn1c2ccccc2c2cc(/C=N/NC(=O)c3ccccc3F)ccc21,-13,8,111,-19,-22,-4,-2,-17,-3.0,12
COc1ccc2c(C=O)cn(C)c2c1,-19,-3,100,4,8,2,-2,-2,-0.6,3
COc1ccc(-c2noc(CN(C)S(=O)(=O)c3ccc(Cl)cc3)n2)cc1OC,18,-2,92,-5,-26,7,-1,-8,0.4,-2
NS(=O)(=O)c1ccc(NC(=O)CCC(=O)c2cccs2)cc1,1,2,103,-2,-7,3,-1,3,-1.9,9
COc1cc(/C=N/NC(=O)c2cccnc2)ccc1OS(=O)(=O)c1cc(C)ccc1C,9,-1,106,-11,6,-1,-1,-4,0.0,0
O=S(=O)(NCc1cc(-c2ccccc2Cl)no1)c1ccc(Cl)cc1,23,6,.,-2,-17,-5,-6,5,5.0,-29
CC1(OC(=O)c2cccs2)C(=O)C=C2C=C3CCCN3C=C2C1=O (configuration not stated),28,7,99,-1,-18,2,4,-23,3.0,-17
Cc1ccc(-n2nnnc2-c2cnc(N3CCCC3)nc2C(F)(F)F)cc1,9,-5,104,9,14,0,-7,-9,8.7,-53
Cc1cccc(CS(=O)(=O)Cc2ccc(C(=O)NCCCN3CCCC3)o2)c1,7,2,113,-9,-8,4,-1,-4,-3.5,19
CCNc1nc(N)nc(Oc2ccc(OCCOc3ccc(Cl)cc3Cl)nn2)n1,3,0,101,-6,10,-4,-3,-2,-2.8,16
Cc1ccccc1N1CCN(C2CCCN(C(=O)CN3CCCC3=O)C2)CC1 (configuration not stated),9,5,112,4,-12,-1,0,5,-0.1,0
COc1ccc(OC)c(S(=O)(=O)N2CCC3(CC2)OCCN3S(=O)(=O)c2cccs2)c1,9,-1,101,3,13,0,-1,-13,-0.6,3
O=C(O)c1ccc(Cn2cnc3scc(-c4ccccc4)c3c2=O)cc1,0,4,105,-4,13,-4,1,8,-3.1,15
COc1ccc(C(C)=O)cc1CSc1nnc(Nc2ccc(C)cc2)s1,-1,1,114,0,-3,4,-3,-6,-0.8,4
CCOC(=O)c1ccc(NC(=S)NNC(=O)C2(C)CC2(Cl)Cl)cc1 (configuration not stated),2,-3,91,-4,10,4,3,1,-3.3,18
COc1ccc(NS(=O)(=O)c2cc([N+](=O)[O-])ccc2N/N=C\c2c(C)[nH]c3ccccc23)cc1,-8,-4,126,2,-13,1,0,-11,-1.2,7
Cc1ccc(-c2nnc(NC(=O)Cc3ccc(F)cc3)o2)c(C)c1,4,-2,101,-3,-9,5,1,1,7.3,-37
Cc1ccc(OCC(O)CN2C(=O)NC(C)(C)C2=O)cc1 (configuration not stated),4,-4,104,-5,22,2,-4,-12,-2.0,8
CC1Cc2nc(SCC(=O)N3CCN(c4ccccc4)CC3)n(C)c(=O)c2S1 (configuration not stated),-2,-6,99,-2,21,-4,2,-6,0.1,-1
O=C(c1ccccc1)c1ccc(OCCCCN2CCCCC2)cc1,1,2,85,8,2,8,0,-3,0.5,-3
CC(=O)C1C(c2ccc(Br)cc2)C2C(C)=NN=C2CC1(C)O (configuration not stated),-2,4,82,5,-3,-1,0,13,-0.9,5
Cc1ccc(CN2CCC(Oc3cccc(C(=O)NCc4cccnc4)c3)CC2)o1,-11,1,107,12,-9,-2,0,0,-0.8,4
CCOC(=O)Cn1nnnc1CN(Cc1ccccc1)Cc1cc2cc(CC)ccc2[nH]c1=O,1,7,106,0,-26,3,3,5,0.7,-4
O=C(c1ccc(C(F)(F)F)cc1)C1CCCN(C(=O)CN2C(=O)CSC2=O)C1 (configuration not stated),14,0,107,-2,0,-3,1,-3,-0.6,3
Cc1ccc2c(c1)sc1nc(=O)n(-c3ccccc3)c(=O)n12,32,0,108,-2,-23,-2,-1,0,-1.5,8
Cc1ccc2c(c1)N(CC(=O)NC1CCCCC1C)C(=O)CO2 (configuration not stated),4,10,105,-3,-27,-1,0,5,-4.3,19
COc1ccc(OC)c(NC(=O)C2CC(=O)N(CCc3ccccc3)C2)c1 (configuration not stated),5,0,99,-7,1,0,1,-5,-2.5,12
COc1ccc(C(=O)CC(=O)c2ccc(C)cc2)c(O)c1,-15,8,101,2,27,-8,-10,-7,2.6,-13
COc1ccc(N2CCN(CC(=O)Nc3cc(C)on3)CC2)cc1,11,-1,101,12,-8,-4,6,-6,-2.0,11
CCN(CC)C(=O)CSc1ncnc2sc(-c3ccccc3)cc12,-15,9.3*,101,2,-8,.,-6,3,2.0,-11
CCC(C)[C@H](NC(=O)N1CCC(C)CC1)C(=O)OC (some centres not stated),-20,1,101,-2,17,0,0,0,-1.9,10
O=C1CCC(C(=O)OCc2nnc(-c3ccc(Br)cc3)o2)=NN1,-3,6,.,-2,11,0,-2,-4,-2.6,10
COC(=O)c1cc2cc(OC)ccc2n1C,-7,3,100,-5,-25,-2,-2,-12,-1.2,7
Cc1ccc(-c2cc(=O)[nH][nH]2)c(C)c1,8,9,110,-13,-4,1,8,-14,0.6,-3
C=CCC(COCc1ccccc1)NS(=O)(=O)c1ccccc1Br (configuration not stated),-6,-4,105,-2,9,1,-13,11,6.1,-37
Cc1ccc(NC(=O)CN(C)S(=O)(=O)c2cccc3nsnc23)cc1C,4,2,106,5,-2,1,-2,8,-1.4,8
CC(C)C(NS(=O)(=O)c1ccc(Br)s1)C(=O)O (configuration not stated),27,0,.,2,0,0,-7,3,-0.6,2
CCCc1cc(C(=O)Nc2ccccc2C(=O)OC)no1,-4,1,90,-4,0,0,-15,0,7.7,-42
O=C(Cc1ccccc1)Nc1cc(C(=O)c2ccccc2)ccc1N1CCOCC1,-2,7,107,-7,-18,-3,-3,-11,-1.2,5
COc1cc(Cl)c(C)cc1NC(=O)c1ccc(S(C)(=O)=O)cc1,55*,3,101,6,-9,5,1,9,0.3,-2
CC(=O)c1cccc(OCc2cc(C(=O)N(C)CCC3CCOCC3)no2)c1,-9,5,100,-8,11,2,-3,0,-2.1,11
O=C(c1ccc(CS(=O)Cc2ccc(Cl)cc2)o1)N1CCN(C2CCCCC2)CC1 (configuration not stated),.,.,99,4,.,2,1,0,.,.
C=CCn1c(SCC(=O)Nc2sc3c(c2C#N)CCC3)nnc1C1COc2ccccc2O1 (configuration not stated),0,6,106,-10,-18,3,-8,-8,8.0,-46
CC(C)(C)C1CCc2c(sc(NC(=O)c3cc(C4CC4)on3)c2C#N)C1 (configuration not stated),7,-1,105,-2,16,-1,1,-2,-2.2,13
O=C(/C=C/c1cccc([N+](=O)[O-])c1)NCCc1ccc(F)cc1,4,0,.,0,14,5,-2,-10,-1.6,8
O=C(C1=C(O)C(=O)N(CC2CCCO2)C1c1ccccc1)c1ccco1 (configuration not stated),-1,7,114,2,-20,0,-1,-7,-2.6,14
CN(C)S(=O)(=O)c1ccc2oc(SCC(N)=O)nc2c1,24,-7,179,-8,18,-8,4,6,0.9,-5
Cc1[nH]c2ccc(Br)cc2c(=O)c1CN1CCCCC1,-6,-3,102,-4,7,-2,2,-7,-1.0,5
COc1cccc(CN2CCN(Cc3ccc(C)o3)CC2CCO)c1 (configuration not stated),-2,9,95,-6,-25,2,3,4,1.4,-7
Cn1c(=O)cc(N2CCc3ccccc32)[nH]c1=O,2,3,106,6,-3,2,3,14,-0.1,0

# Structural class: those above containing a nitro group on carbon.
SMILES,Arrestin-AP2 inh,HTR5A ag ctr,DSG3 Ab inh,PKA-R1A act,HTR5A inv ag,V-ATPase pHluor,DAGLB inh,PKA-R2B act,MOR-DOR ag,MOR-DOR inv ag
Cc1cccc(NC(=O)CNC(=O)COc2cc(F)ccc2[N+](=O)[O-])c1C,32,1,85,12,-2,2,2,-8,-2.6,15
COc1ccc(NS(=O)(=O)c2cc([N+](=O)[O-])ccc2N/N=C\c2c(C)[nH]c3ccccc23)cc1,-8,-4,126,2,-13,1,0,-11,-1.2,7
O=C(/C=C/c1cccc([N+](=O)[O-])c1)NCCc1ccc(F)cc1,4,0,.,0,14,5,-2,-10,-1.6,8

# Next results follow:
SMILES,Arrestin-AP2 inh,HTR5A ag ctr,DSG3 Ab inh,PKA-R1A act,HTR5A inv ag,V-ATPase pHluor,DAGLB inh,PKA-R2B act,MOR-DOR ag,MOR-DOR inv ag
COCCN(CCOC)C(=O)c1sc2nc(-c3ccccc3)cn2c1C,5,-1,.,2,3,-1,2,-7,-2.8,14
CN(C(=O)c1ccco1)c1nc(CC(=O)Nc2ccccc2)cs1,18,4,105,-4,2,-2,-6,-4,-3.0,13
Cc1ccc(OC(=O)c2ccccc2)cc1C,-14,-1,88,-2,2,-4,-9,-5,5.2,-27
C/C(=N/NC(=O)c1ccco1)c1ccc(NC(=O)c2ccc(Br)o2)cc1,-5,4,.,-6,-16,-2,0,-6,-1.9,10
CNC(=O)[C@@]1(Cc2ccccc2)C=C[C@@H](C)N1C(=O)OC,1,0,112,-3,7,3,3,-7,-1.8,10
CN(C)CCCNC(=O)CCc1nc2ccccc2c(=O)[nH]1,18,2,80,-6,-6,1,-1,-4,-3.0,17
COc1ccc(C(CNC(=O)c2cccc(S(=O)(=O)Nc3ccc(F)cc3)c2)N2CCCC2)cc1 (configuration not stated),17,4,119,-4,-4,-3,-1,-13,-4.6,22
COc1ccccc1/C=C1/C(=O)ON=C1C,10,-1,99,-5,4,1,-3,-7,-0.6,3
O=C(CN1CCC(NC(=O)Nc2ccccc2)CC1)Nc1ccccc1F,-8,3,.,-1,11,-5,1,-5,-0.9,6
